PglD DTNB = PglD (C. jejuni) enzyme inhibition | hit rate 0.098% among 360,000 | AID 602405 | purified PglD enzyme, DTNB colorimetric CoA detection | inhibition, % at 12.5 µM; in the data active means inhibition above about 16%, passing the limit was not always enough; further: strong numbers were not always called active
E-sel inducer = induces E-selectin expression in human endothelial cells; activation, % at 7.58 µM; HUVEC E-selectin immunofluorescence imaging; normalized: neutral wells 0, TNF-alpha wells 100; hit rate 0.37% among 260,000;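 active means mean E-selectin-positive cell signal at least 10% of the positive control, reached in at least 60% of replicates, without over 20% cell loss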;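 further: in these data hits start at about 27%; measured in HUVEC primary endothelial cells; signal is the percent of cells scored E-selectin positive by PE staining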
Target sequence (P16581 whole entry, looked up): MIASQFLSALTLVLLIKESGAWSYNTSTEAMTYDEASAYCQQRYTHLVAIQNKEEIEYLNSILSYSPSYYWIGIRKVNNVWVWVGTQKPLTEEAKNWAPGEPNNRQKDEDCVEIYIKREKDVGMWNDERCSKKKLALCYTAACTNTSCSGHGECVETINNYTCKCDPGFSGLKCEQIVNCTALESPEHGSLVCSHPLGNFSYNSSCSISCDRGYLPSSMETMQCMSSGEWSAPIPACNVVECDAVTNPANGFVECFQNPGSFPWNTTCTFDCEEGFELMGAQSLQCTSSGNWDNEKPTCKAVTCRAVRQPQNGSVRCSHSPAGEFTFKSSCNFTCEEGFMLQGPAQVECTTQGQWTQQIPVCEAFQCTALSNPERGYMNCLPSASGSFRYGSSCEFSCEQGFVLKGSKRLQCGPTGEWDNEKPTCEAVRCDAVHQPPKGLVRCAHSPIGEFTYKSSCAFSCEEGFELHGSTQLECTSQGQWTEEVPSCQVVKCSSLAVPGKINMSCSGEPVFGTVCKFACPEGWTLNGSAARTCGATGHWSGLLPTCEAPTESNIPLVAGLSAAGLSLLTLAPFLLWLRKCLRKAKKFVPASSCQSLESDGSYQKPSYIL
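Read-out: % PE-positive cells | Test system: HUVEC | Doses: One compound dose added by pin transfer | Buffer or medium: EGM-2 over gelatin coat | Signal: Immunofluorescence imaging | Benchmarks: TNF-alpha, DMSO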
PGC1a acetyl inh = PGC1a acetylation modulation, inhibitor mode; U2OS PGC1a acetylation, AlphaScreen anti-acetyl-lysine; with virally co-expressed GCN5 acetyltransferase; AID 651687; hit rate 0.17% among 350,000; inhibition, % at 15.6 µM;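 active means every replicate shows inhibition of at least 40%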;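 further: 0% = neutral control wells and 100% = positive control wells; some results beyond the cut were filed as inactive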
RAD54 branch = inhibitors of human RAD54 branch migration | Q92698 | RAD54 Holliday junction branch migration, FAM/BHQ fluorescence | inhibition, % at 10.4 µM | hit rate 0.14% among 360,000 | AID 602329;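 active means mean normalized replicate activity at least 40 and at least half of replicates scoring 40 or more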;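 further: 0% = median of neutral control wells and 100% = median of positive control wells; inhibitors cause a drop in the FAM fluorescence signal; in these data hits start at about 50%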
ERAP1 inh = blocks human ERAP1 aminopeptidase activity; Q9NZ08; recombinant ERAP1, Leu-AMC fluorescence, 60 min; inhibition, % at 10.7 µM; hit rate 0.15% among 340,000;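 active means mean replicate inhibition of at least 30%, or all replicates individually reaching that 30% level; inactive means mean below 30% and not every replicate reaching it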;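 further: 0% = neutral control wells and 100% = L-leucinethiol positive control wells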
RAD52 inh = blocks human RAD52 DNA annealing | hit rate 0.46% among 360,000 | recombinant RAD52 DNA annealing, FRET fluorescence | P43351 | inhibition, % at 18.7 µM;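 active means every replicate showing at least 50% inhibition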
Target sequence (P43351 whole entry, looked up): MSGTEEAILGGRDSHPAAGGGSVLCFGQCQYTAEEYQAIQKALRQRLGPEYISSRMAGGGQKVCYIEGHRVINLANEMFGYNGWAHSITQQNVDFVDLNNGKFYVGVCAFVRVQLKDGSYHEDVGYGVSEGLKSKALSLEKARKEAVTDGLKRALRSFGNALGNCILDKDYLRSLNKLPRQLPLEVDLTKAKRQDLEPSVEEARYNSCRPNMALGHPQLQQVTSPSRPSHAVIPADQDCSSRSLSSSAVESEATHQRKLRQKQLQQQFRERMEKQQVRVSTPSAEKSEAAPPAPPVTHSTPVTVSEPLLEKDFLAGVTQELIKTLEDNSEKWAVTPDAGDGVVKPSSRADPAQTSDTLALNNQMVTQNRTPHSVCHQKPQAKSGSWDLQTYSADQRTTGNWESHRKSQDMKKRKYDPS
miR122 inh = blocks miR-122 activity in Huh7 sensor cells; hit rate 0.3% among 340,000; AID 602342; activation (reporter increase), % at 12.5 µM; Huh7 miR-122 Renilla luciferase sensor, 48 h; neutral wells = 0, positive control = 100;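 active means mean replicate activation score at least 90 and every replicate individually at or above 90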;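 further: higher luciferase means less miR-122 activity so hits act as miR-122 inhibitors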
Cneo AK release = Cryptococcus neoformans lysis via adenylate kinase release; C. neoformans lysis, adenylate kinase release luminescence, 4 h; normalised: neutral wells 0, clomiphene wells 100; lysis activity, % at 15 µM; hit rate 0.2% among 360,000; AID 651654;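 active means mean lysis activity across replicates of at least 80%, whatever share of replicates individually reach that level; inactive means mean lysis activity below 80%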
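Material: C. neoformans cells | Amount: Yeast cell density of 5 × 10^6 cells/mL | Medium: Fresh YPD growth medium | Dosing: Single dose | Times: Static 4 h at 37 °C with compound, 1 h detection | Detection: AK luminescence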
* hit, by the source's call; x = not tested or not shown; [ ] = dose if it differs, or a comment.

SMILES	PglD DTNB	E-sel inducer	PGC1a acetyl inh	RAD54 branch	ERAP1 inh	RAD52 inh	miR122 inh	Cneo AK release
CCOc1ccc(C2c3c(oc4ccccc4c3=O)C(=O)N2c2ccc(C)cn2)cc1OC (configuration not stated)	-5	0.0	-3	-7	-1	-13	-1	-4
CCCn1c(SCC(=O)Nc2ccc3c(c2)OCCO3)n[nH]c1=O	0	x	x	5	1	-9	-4	1
Cc1cc(Oc2ccc(N)cn2)cc(C)c1Cl	-1	-0.7	2	-3	-2	2	-14	0
COCCN1CC(CNC(=O)c2cc(COc3ccccc3SC)on2)CC1=O (configuration not stated)	-1	x	x	-9	3	-8	x	0
CCc1cc(C(=O)OC)c(N2C(=O)C3C4C=CC(C4)C3C2=O)s1 (configuration not stated)	2	x	-27	5	x	x	-1	-2
OC[C@@H]1[C@@H](c2ccccc2)C2(CN(CC3CC3)C2)N1Cc1cncnc1	x	0.0	0	x	1	-3	x	x
CN(C)C(=O)c1ccc(-c2ccc([C@H]3[C@@H](C#N)N(C(=O)C4CCCCC4)[C@H]3CO)cc2)cc1	1	-0.4	20	-17	-4	-89	x	47
COc1ccc(S(=O)(=O)N2CCOCC2)cc1C(=O)N(C)CCOc1ccc(Cl)cc1	-2	x	-1	3	-4	-20	-3	-1
C[C@@H]1CN([C@H](C)CO)S(=O)(=O)c2ccc(C#Cc3ccc(F)cc3)cc2O[C@@H]1CN(C)S(C)(=O)=O	0	1.6	-15	3	0	2	20[16.7 µM]	-5
CC(C)CC(NC(=O)OC(C)(C)C)c1cn([C@@H](CCCCNC(=O)OC(C)(C)C)C(=O)N2CCN(C(=O)OC(C)(C)C)CC2)nn1 (some centres not stated)	2	0.4	-16	0	x	x	-6	-1
COc1ccc(C(=O)OCC(=O)Nc2ccc(F)c(F)c2F)cc1OC	-2	x	-3	9	x	x	3	-1
Cc1cc(=O)oc2c(C)cc(C(C)(C)C)cc12	1	0.3	-3	7	-1	-8	3	-2
O=C(CCNS(=O)(=O)c1ccccc1)NNC(=O)c1csc(N2CCOCC2)n1	x	0.4	12	x	-3	-10	3	x
CO[C@@H]1CN(C)C(=O)c2cc(NC(=O)C3CC3)ccc2OC[C@@H](C)N(C(=O)C2CCCCC2)C[C@H]1C	0	-0.1	0	4	1	0	4[16.7 µM]	-4
O=C(N[C@@H]1C=C[C@H](CC(=O)N2CCCCC2)O[C@@H]1CO)c1ccccn1	40	0.3	1	-11	-2	-31	x	-2

Copied from above for reference:
SMILES	PglD DTNB	E-sel inducer	PGC1a acetyl inh	RAD54 branch	ERAP1 inh	RAD52 inh	miR122 inh	Cneo AK release
CCCn1c(SCC(=O)Nc2ccc3c(c2)OCCO3)n[nH]c1=O	0	x	x	5	1	-9	-4	1
Cc1cc(Oc2ccc(N)cn2)cc(C)c1Cl	-1	-0.7	2	-3	-2	2	-14	0
COCCN1CC(CNC(=O)c2cc(COc3ccccc3SC)on2)CC1=O (configuration not stated)	-1	x	x	-9	3	-8	x	0
CCc1cc(C(=O)OC)c(N2C(=O)C3C4C=CC(C4)C3C2=O)s1 (configuration not stated)	2	x	-27	5	x	x	-1	-2
OC[C@@H]1[C@@H](c2ccccc2)C2(CN(CC3CC3)C2)N1Cc1cncnc1	x	0.0	0	x	1	-3	x	x
CN(C)C(=O)c1ccc(-c2ccc([C@H]3[C@@H](C#N)N(C(=O)C4CCCCC4)[C@H]3CO)cc2)cc1	1	-0.4	20	-17	-4	-89	x	47
COc1ccc(S(=O)(=O)N2CCOCC2)cc1C(=O)N(C)CCOc1ccc(Cl)cc1	-2	x	-1	3	-4	-20	-3	-1
C[C@@H]1CN([C@H](C)CO)S(=O)(=O)c2ccc(C#Cc3ccc(F)cc3)cc2O[C@@H]1CN(C)S(C)(=O)=O	0	1.6	-15	3	0	2	20[16.7 µM]	-5
CC(C)CC(NC(=O)OC(C)(C)C)c1cn([C@@H](CCCCNC(=O)OC(C)(C)C)C(=O)N2CCN(C(=O)OC(C)(C)C)CC2)nn1 (some centres not stated)	2	0.4	-16	0	x	x	-6	-1
COc1ccc(C(=O)OCC(=O)Nc2ccc(F)c(F)c2F)cc1OC	-2	x	-3	9	x	x	3	-1
Cc1cc(=O)oc2c(C)cc(C(C)(C)C)cc12	1	0.3	-3	7	-1	-8	3	-2
O=C(CCNS(=O)(=O)c1ccccc1)NNC(=O)c1csc(N2CCOCC2)n1	x	0.4	12	x	-3	-10	3	x
CO[C@@H]1CN(C)C(=O)c2cc(NC(=O)C3CC3)ccc2OC[C@@H](C)N(C(=O)C2CCCCC2)C[C@H]1C	0	-0.1	0	4	1	0	4[16.7 µM]	-4
O=C(N[C@@H]1C=C[C@H](CC(=O)N2CCCCC2)O[C@@H]1CO)c1ccccn1	40	0.3	1	-11	-2	-31	x	-2

New compounds follow
SMILES	PglD DTNB	E-sel inducer	PGC1a acetyl inh	RAD54 branch	ERAP1 inh	RAD52 inh	miR122 inh	Cneo AK release
COc1ccc(-c2cnc(C(O)c3ccc(C(C)(C)C)cc3)[nH]2)cc1 (configuration not stated)	-2	-0.1	x	1	-1	-21	4	-2
COC(=O)c1ccc(-n2c(C)ccc2-c2ccccc2)cc1	5	x	2	4	0	-14	4	-3
Cc1cccn2c(=O)c(C=NCc3ccccc3)c(NCCO)nc12	-5	x	13	10	-6	-7	-4	0
O=C(O)CCC(=O)N1N=C(c2ccc(Br)cc2)CC1c1cccc(Br)c1 (configuration not stated)	2	0.3	2	6	1	-11	5	3
CCN(CC)C1=NS(=O)(=O)c2cc([N+](=O)[O-])ccc21	6	x	-10	-1	-2	-9	-2	-1
Cc1c(C(=O)N/N=C/c2cccs2)nnn1-c1nonc1N	-5	x	x	-6	0	10	x	0
CCOC(=O)c1ccc2nc(C)c(CCC(C)=O)c(Cl)c2c1	1	x	-7	4	x	x	-3	0
O=C(O)c1cc(S(=O)(=O)N(Cc2ccccc2)c2ccccc2Cl)ccc1Cl	1	0.0	x	0	4	-15	-4	5
CCCCOc1ccc(OCCNC(=O)C2CCCN2C(=O)Nc2ccccc2)cc1 (configuration not stated)	2	x	-1	-1	1	-2	0	2
Cc1cc(Cl)ccc1NC(=O)CSc1nnc(Cc2cccs2)n1Cc1ccco1	0	x	5	-18	x	x	8	-3
O=C(N/N=C/C=C/c1ccccc1)C1CC1(c1ccccc1)c1ccccc1 (configuration not stated)	0	x	2	5	x	x	-4	1
C=CCN1C(=O)[C@@]2(O[C@@H](CCn3cc([C@H](O)c4ccccc4)nn3)[C@H]([Si](C)(C)c3ccc(OC)cc3)[C@H]2C)c2cc(N3CCOC3=O)ccc21	6	x	x	-2	2	25	x	-2
CCCC1=C(C(=O)OCC)C(c2ccc(N(C)C)cc2)n2ncnc2N1 (configuration not stated)	-1	x	-3	1	x	x	3	0
O=C(O)C1CC=CCC1C(=O)Nc1cc(Cl)ccc1Cl (configuration not stated)	-1	x	7	4	x	x	4	-1
OC[C@@H]1[C@@H](c2ccc(-c3ccccc3F)cc2)[C@@H]2CN(Cc3cccnc3)CCCCN12	11	-0.6	2	0	1	-8	6[16.7 µM]	1

Compound profiles, as listed above. Screens in order: PglD DTNB, E-sel inducer, PGC1a acetyl inh, RAD54 branch, ERAP1 inh, RAD52 inh, miR122 inh, Cneo AK release
`C=CCN1C(=O)[C@@]2(O[C@@H](CCn3cc([C@H](O)c4ccccc4)nn3)[C@H]([Si](C)(C)c3ccc(OC)cc3)[C@H]2C)c2cc(N3CCOC3=O)ccc21` as listed: 6, x, x, -2, 2, 25, x, -2
`O=C(N/N=C/C=C/c1ccccc1)C1CC1(c1ccccc1)c1ccccc1` (configuration not stated) as listed: 0, x, 2, 5, x, x, -4, 1

Additional entries follow.
SMILES	PglD DTNB	E-sel inducer	PGC1a acetyl inh	RAD54 branch	ERAP1 inh	RAD52 inh	miR122 inh	Cneo AK release
COCC(=O)N(C)C[C@H]1Oc2cc(-c3ccncc3)ccc2S(=O)(=O)N([C@H](C)CO)C[C@H]1C	0	-0.1	2	-3	1	4	-24[16.7 µM]	0
CN(C)c1ccc(C(=O)NN2C(=O)c3ccccc3C2=O)cc1	2	-0.2	x	2	2	-11	-6	-1
COC(=O)c1sccc1NC(=O)Cn1nnc(-c2ccc(C)cc2)n1	-2	x	-7	-11	x	x	0	-1
NS(=O)(=O)c1cc(C(=O)OCC(=O)Nc2ccc3c(c2)OCO3)ccc1Cl	0	-0.2	-8	0	2	-7	-7	-1
CCOc1ccc(S(=O)(=O)N2CCCC(C(=O)NCc3ccccc3)C2)cc1 (configuration not stated)	3	x	6	2	3	-2	2	0
Cc1ccccc1-c1cnc2c(c1)C(=O)N([C@@H](C)CO)C[C@@H](C)[C@@H](CN(C)Cc1cccnc1)O2	-3	-0.1	10	10	0	-1	-2[16.7 µM]	-5
C[C@@H]1CN([C@H](C)CO)C(=O)Cc2cc(NS(C)(=O)=O)ccc2O[C@@H]1CN(C)Cc1ccc(-c2ccccc2)cc1	-6	0.8	-5	-2	-1	-7	-7[16.7 µM]	-2
COc1cccc(NC(=O)c2cc(-c3ccc(OC)cc3OC)nc3ccccc23)c1	2	x	-21	3	-3	-13	3	1
COc1cccc(C(=O)N2CCC2(C)C(=O)NC(C)C)c1 (configuration not stated)	2	0.0	x	-8	-3	-8	-3	-1
O=C(NNc1cc(Cl)cc(Cl)c1)c1c(F)cccc1Cl	2	x	4	9	x	-7	20	-1
Cc1cccc(-c2nc3ccccc3c(=O)n2NC(=O)Cc2ccc(Cl)cc2)c1	-14	-0.4	15	4	-6	-8	-3	1
CCSC1OC(C(COC(C)=O)OC(C)=O)C(OC(C)=O)C1NC(C)=S (configuration not stated)	-1	-0.2	6	-3	-2	-6	x	3
CC(C)(C)OC(=O)N1CCC(NC(=O)c2[nH]cnc2C(=O)Nc2ccccc2)CC1	1	0.1	-6	8	15	-21	-2	1
O=C(NCc1ccc(F)cc1)c1cnc(-c2ccccn2)nc1C(F)(F)F	8	x	13	23	x	x	0	1
CCOc1ccccc1NC(=O)CSc1nnc(CNC(=O)c2ccccc2F)o1	0	0.2	9	10	-2	-3	-2	0
Cc1ccc(S(=O)(=O)N(C)C[C@H]2OCCCC[C@@H](C)Oc3ccc(NC(=O)Nc4ccc(C(F)(F)F)cc4)cc3C(=O)N([C@@H](C)CO)C[C@H]2C)cc1	1	x	-2	3	4	-41	-4[16.7 µM]	-3
CS(=O)(=O)NNC(=O)CN1C(=O)C2C3C=CC(C3)C2C1=O (configuration not stated)	7	x	10	1	-3	-3	8	-1
COc1ccc(NC(=O)N(C)C[C@@H]2Oc3ccc(NC(=O)Cc4cn(C)c5ccccc45)cc3CC(=O)N([C@@H](C)CO)C[C@H]2C)cc1	-3	2.6	-1	-1	-1	14	-2[16.7 µM]	57
COC(=O)c1cc2ccccn2c2c(C(=O)OC)c(C(=O)OC)cc1-2	-6	x	x	3	1	1	x	2
CCOC(=O)c1ccccc1NC(=O)CN1C(=O)c2ccccc2S1(=O)=O	-5	x	0	-1	x	x	-7	-1
CC(C)NS(=O)(=O)c1ccc(OCC(=O)NCc2ccco2)cc1	2	x	-11	8	3	-2	-3	0
O=[N+]([O-])c1cccc(OCCCN2CCC(Cc3ccccc3)CC2)c1	-2	1.4	x	8	-3	-16	x	-1
CCCNC(=O)N1[C@@H](CO)[C@@H](c2ccccc2)C12CN(C(=O)CC1CC1)C2	x	-0.3	-1	x	-1	-7	x	x
CN(C)S(=O)(=O)c1ccc(Cl)c(C(=O)OCC(=O)c2ccco2)c1	7	0.0	-2	-3	-1	-5	0	1
Cc1ccc2oc(=O)cc(CN3CCOCC3)c2c1	-8	x	4	-1	x	x	-7	5

High-throughput results deposited in PubChem by Broad Institute.
